Screening results as filed in PubChem BioAssay.
Cneo AK release: Cryptococcus neoformans lysis via adenylate kinase release | C. neoformans lysis, adenylate kinase release luminescence, 4 h; normalised: neutral wells 0, clomiphene wells 100 | lysis activity, % at 15 µM | 360,000 compounds, 0.2% hits | AID 651654;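 active = mean lysis activity across replicates of at least 80%, whatever share of replicates individually reach that level; inactive = mean lysis activity below 80%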
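Assay system: C. neoformans cells. Amount: yeast cell density of 5 × 10^6 cells/mL. Technique: AK luminescence. Buffer or medium: YPD. Times: static 4 h at 37 °C with compound, 1 h detection. Dosing: single-point compound dose. Read-out: lysis from increased AK signal.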
esBAF inh: SWI/SNF esBAF complex inhibition; mouse ES cells, Bmi1-luciferase knock-in reporter, 24 h; 100% = twice the neutral-well signal; reporter increase, % at 12.5 µM; 350,000 compounds, 2% hits; in the data active = activation above about 40%;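 also: 0% = median of the plate's neutral control wells and 100% = double that signal; a rise in the Bmi1 reporter signal indicates esBAF inhibition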
ARNT-TACC3 inh: disrupts binding between human ARNT and TACC3 | Q9Y6A5 | AlphaScreen His-ARNT PAS-B/GST-TACC3 binding, luminescence; TACC3 fragment carries E629A point mutation | inhibition, % at 9.99 µM | 390,000 compounds, 0.66% hits | AID 623870;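 active = mean inhibition of replicates at least 50% and at least half of replicates each reaching 50%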;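 also: 0% = complete ARNT plus TACC3 wells and 100% = ARNT alone without TACC3; many hits fall short of the cut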
C2C12 statin: suppressors of simvastatin-induced myotoxicity in C2C12 myotubes. ATP luminescence, 48 h; scaled: DMSO 0, geranylgeraniol control 100. rescue of ATP level, % at 7.49 µM. 330,000 compounds, 0.78% hits;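 active = mean ATP rescue above about 67%, or every replicate alone reaching that limit, limit read from the data, passing the limit was not always enough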;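 also: myotubes were challenged with 10 µM simvastatin during compound exposure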
miR122 inh: blocks miR-122 activity in Huh7 sensor cells. 340,000 compounds, 0.3% hits. activation (reporter increase), % at 12.5 µM. Huh7 miR-122 Renilla luciferase sensor, 48 h; neutral wells = 0, positive control = 100;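 active = mean replicate activation score at least 90 and every replicate individually at or above 90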;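 also: higher luciferase means less miR-122 activity so hits act as miR-122 inhibitors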
ERp5 block: blocks human ERp5 reductase activity on insulin | 350,000 compounds, 0.05% hits | inhibition, % at 9.99 µM | ERp5 insulin aggregation, absorbance 650 nm, 90 min;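 active = mean replicate inhibition above about 25%, with every replicate also reaching it, limit read from the data, passing the limit was not always enough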
Target sequence (Q15084 whole entry, looked up): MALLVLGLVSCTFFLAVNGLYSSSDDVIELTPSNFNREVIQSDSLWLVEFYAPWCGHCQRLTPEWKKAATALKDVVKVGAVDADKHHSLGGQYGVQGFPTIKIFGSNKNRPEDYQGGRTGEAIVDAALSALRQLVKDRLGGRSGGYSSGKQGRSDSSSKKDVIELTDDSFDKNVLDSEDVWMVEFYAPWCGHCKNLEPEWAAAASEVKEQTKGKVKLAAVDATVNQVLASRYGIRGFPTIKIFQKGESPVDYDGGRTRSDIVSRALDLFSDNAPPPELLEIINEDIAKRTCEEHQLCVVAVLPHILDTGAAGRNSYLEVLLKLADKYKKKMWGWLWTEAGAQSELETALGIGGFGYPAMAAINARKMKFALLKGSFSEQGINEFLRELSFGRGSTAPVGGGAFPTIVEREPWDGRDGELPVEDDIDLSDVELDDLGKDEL
SIRT5 block: sirtuin-5 (human) deacylase inhibition. Purified SirT5, succinyl-peptide AMC, trypsin-coupled fluorescence. inhibition, % at 15 µM. AID 652115. 330,000 compounds, 1.1% hits; in the data active = inhibition above about 15%
Target sequence (Q9NXA8 whole entry, looked up): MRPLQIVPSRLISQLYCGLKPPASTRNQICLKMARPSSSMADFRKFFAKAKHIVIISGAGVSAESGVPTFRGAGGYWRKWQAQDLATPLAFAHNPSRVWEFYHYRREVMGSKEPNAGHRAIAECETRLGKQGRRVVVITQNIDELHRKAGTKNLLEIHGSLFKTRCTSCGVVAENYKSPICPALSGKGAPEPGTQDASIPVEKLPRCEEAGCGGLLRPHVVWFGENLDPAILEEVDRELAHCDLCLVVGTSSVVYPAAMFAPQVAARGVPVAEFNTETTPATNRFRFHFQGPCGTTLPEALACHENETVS
Active calls of the source: *; . = no result given; [ ] = another dose, or the depositor's remark. No enrichment for hits; 4% or so of the library scored in one or more.

SMILES	Cneo AK release	esBAF inh	ARNT-TACC3 inh	C2C12 statin	miR122 inh	ERp5 block	SIRT5 block
COC(=O)c1ccc(C(=O)N2CCCC(Nc3ccc(F)c(F)c3)C2)cc1 (configuration not stated)	1	2	-2	6	2	1	-7
CO[C@H]1CN(C)C(=O)c2cc(NC(=O)Nc3ccccc3)ccc2OC[C@H](C)N(C(C)=O)C[C@H]1C	-4	-1	-4	7	-11[16.7 µM]	-1	1
O=C(C[C@@H]1C[C@H]2c3cc(NC(=O)NC4CCCCC4)ccc3O[C@H]2[C@H](CO)O1)NCCc1ccccc1	3	6	.	-1	47[16.7 µM]	4	-1
COCCNC(=O)c1ccc(CS(=O)(=O)c2cccc(C(F)(F)F)c2)o1	-1	-1	-14	-2	3	2	-4
C=CCN1C(=O)/C(=C/c2ccc(OCC(=O)O)cc2)S/C1=N/c1nccs1	.	.	4	.	.	1	9
COCc1nnc(NC(=O)C2CC(=O)N(C3CCCCC3)C2)s1 (configuration not stated)	-1	-4	-7	20	21	0	-1
CCC(=O)Nc1ccc2c(c1)OC[C@@H](C)N(Cc1ccccc1C(=O)O)C[C@H](C)[C@@H](OC)CN(C)C2=O	5	-3	-4	-8	11[16.7 µM]	3	0
CC(C)CN(CC(C)C)C(=O)CS(=O)(=O)Cc1ccccc1	.	-8	-6	7	-5	.	.
NC(=O)C1CC(=O)N(c2ccc(OCc3ccccc3Cl)cc2)C1 (configuration not stated)	.	.	0	.	.	-3	1
C[C@@H]1CCCCO[C@H](CN(C)S(=O)(=O)c2ccc(F)cc2)[C@@H](C)CN([C@H](C)CO)C(=O)c2cc(NC(=O)Nc3ccc(F)cc3)ccc2O1	8	4	-10	.	2[16.7 µM]	.	.
C[C@H](CO)N1C[C@H](C)[C@@H](CN(C)C(=O)Nc2cccc3ccccc23)OCCCC[C@H](C)Oc2ccc(NC(=O)Nc3cccc4ccccc34)cc2C1=O	-4	4	3	.	3[16.7 µM]	1	15
Nc1nc2c(nc(Br)n2[C@@H]2O[C@@H]3COP(=O)(O)O[C@H]3[C@H]2O)c(=O)[nH]1	-1	-2	0	4	1	0	-3
CCN(C(=O)COc1cc(=O)n(CC)c2ccccc12)c1cc(Cl)ccc1OC	-4	-3	5	-10	.	-3	-4
Cc1cc(Cl)ccc1OC(C)C(=O)NC(C)C1CCCO1 (configuration not stated)	2	-14	-29	6	1	8	-1
COc1cc2cc(C(=O)O)[nH]c2c(OC)c1OC	5	-3	-5	-6	-3	7	-11
CN(c1ccccc1)c1ccc(/C=N/N2CCOCC2)cc1	-1	31	23	-6	-2	.	.
CCOc1ccc(CCNC(=O)COC(=O)Cn2cnc3c2c(=O)n(C)c(=O)n3C)cc1OCC	-1	-4	-4	4	5	3	-5
CO[C@H]1CC[C@@H]2CCOc3c(C#N)cccc3C(=O)N(C)C[C@H](c3ccccc3)CC(=O)N(C)C[C@H]1O2	5	8	-8	1	.	0	-1
CC(C)(O)CC[C@@H](O)[C@](C)(O)[C@H]1CC[C@@]2(O)C3=CC(=O)[C@@H]4C[C@@H](O)[C@@H](O)C[C@]4(C)[C@H]3CC[C@]12C	2	1	0	3	4	-3	-2
COc1ccccc1CN(CC(=O)NCc1ccc(F)cc1)C(=O)c1csnn1	-14	-3	-4	21	.	-2	.
CC(=O)c1ccc(N2CCN(C(=O)c3ccc(Cn4c(=S)[nH]c5ccc(N6CCOCC6)cc5c4=O)cc3)CC2)cc1	0	61*	-1	-10	8	3	6
O=C(O)c1cccc(N2C(=O)c3ccc4c5c(ccc(c35)C2=O)C(=O)N(c2cccc(C(=O)O)c2)C4=O)c1	-1	.	7	.	.	5	4
C[C@@H]1CN([C@@H](C)CO)C(=O)c2cc(NS(=O)(=O)c3ccccc3)ccc2O[C@@H]1CN(C)Cc1ccc(Oc2ccccc2)cc1	3	4	3	5	46[16.7 µM]	-1	20*
CCN(C[C@H]1N[C@H](CO)[C@H]1c1ccc(C2=CCCC2)cc1)C(=O)c1cccnc1	2	10	7	35	-8[16.7 µM]	-1	-2
COc1ccc2nc(C)c3c(c2c1)OC(C)C3 (configuration not stated)	.	4	-3	-9	-1	.	.

esBAF inh: hit marks shown above
smiles	esBAF inh	ARNT-TACC3 inh	miR122 inh	ERp5 block	SIRT5 block
CC(=O)c1ccc(N2CCN(C(=O)c3ccc(Cn4c(=S)[nH]c5ccc(N6CCOCC6)cc5c4=O)cc3)CC2)cc1	61*	-1	8	3	6

More results follow:
SMILES	Cneo AK release	esBAF inh	ARNT-TACC3 inh	C2C12 statin	miR122 inh	ERp5 block	SIRT5 block
Cc1cc(OC(=O)c2cccc(F)c2)c([N+](=O)[O-])c(=O)[nH]1	0	0	-6	-5	-1	3	-1
CCCCOc1ccc(CSc2nnc(C)n2N)cc1[N+](=O)[O-]	.	-1	.	-3	1	-3	4
CN1C=CC=C/C1=C1/N=C(c2ccccc2)OC1=O	.	-2	-5	1	10	5	.
Cc1nn(CC(=O)c2ccc3c(c2)OCCO3)c(=O)c(C#N)c1C	0	-1	-1	6	-10	-11	-5
COc1ccc(CN(C)C[C@@H]2Oc3ccc(NS(=O)(=O)c4c(C)noc4C)cc3CC(=O)N([C@H](C)CO)C[C@H]2C)cc1	.	5	.	33	8[16.7 µM]	-1	-3
Cc1ccc(CS(=O)Cc2ccc(C(=O)NCC(C)c3ccccc3)o2)cc1 (configuration not stated)	1	11	-3	-9	-2	-3	-2
O/N=C1/CCc2nonc2/C1=N/O	6	-13	15	13	-6	.	.
CCc1ccc(NC(=O)/C(C#N)=C/c2cc3ccc(C)cc3nc2N2CCOCC2)cc1	.	.	-3	.	.	-8	-1
CCOc1ccc(NC(=O)COC(=O)Cn2cnnn2)cc1OCC	0	-3	-1	43	17	3	-11
C[C@@H]1CN([C@H](C)CO)C(=O)c2cccc(NS(C)(=O)=O)c2O[C@H]1CN(C)C(=O)Nc1ccccc1	-2	1	-2	16	-9[16.7 µM]	-3	0
CCOC(=O)c1nc(C)n(-c2ccc(Cl)cc2Cl)n1	0	-11	1	-8	-42	.	.
Cc1cc(C(=O)N/N=C/c2ccncc2)c(C)o1	.	-3	-9	4	.	3	0
CCOC(=O)c1cccc(-c2ccc(C=O)o2)c1	-1	15	4	-6	-1	5	-2
Cc1onc(-c2ccccc2Cl)c1C(=O)NCc1cccnc1	0	-6	-4	1	4	.	.
O=C(c1ccc(Cl)cc1)N1CCC2CC1c1cc(-c3ccccc3)ccc12 (configuration not stated)	-1	-3	-1	12	-3	5	-3
CCc1ccccc1N(CC(=O)NCCc1ccccc1)C(=O)CCC(=O)Nc1ccccn1	-2	-2	2	6	-7	0	0
Cc1ccc2oc(C(=O)N(Cc3ccc(N(C)C)cc3)CC3CCCO3)c(C)c2c1 (configuration not stated)	5	-7	13	-6	.	3	-1
CS(=O)(=O)c1ccc(NC(=O)c2cccc(S(=O)(=O)N3CCN(Cc4ccccc4)CC3)c2)cc1	3	3	3	-6	.	-11	2
Cc1nonc1CN(C)C(=O)CC1C(=O)NCCN1Cc1cccc(C(F)(F)F)c1 (configuration not stated)	-1	-7	-2	-3	-6	-4	-1
S=c1[nH]nc(C2CCCCC2)n1/N=C/c1ccc(Br)s1	2	-1	-4	1	-11	.	.
NS(=O)(=O)c1cccc(NC(=O)CSc2nn(-c3ccccc3)c(=S)s2)c1	-1	1	3	-6	10	.	.
CC(=O)Nc1ccc(C(=O)N(C)c2ccccc2)cc1	-2	-1	0	3	.	.	.
COc1ccc(S(=O)(=O)N(C)C[C@@H]2Oc3ccc(NS(=O)(=O)c4c(C)noc4C)cc3C(=O)N([C@H](C)CO)C[C@H]2C)cc1	56	3	.	16	8[16.7 µM]	-4	5
C[C@@H]1CN([C@H](C)CO)C(=O)c2cc(NS(=O)(=O)c3ccccc3)ccc2O[C@@H](C)CCCCO[C@@H]1CN(C)Cc1ccc(C(F)(F)F)cc1	-4	-6	-1	.	11[16.7 µM]	1	0
C[C@H](CO)N1C[C@H](C)[C@H](CN(C)C)Oc2cc(-c3ccncc3)ccc2S1(=O)=O	-7	-7	2	-15	12[16.7 µM]	-2	-2

Additional records:
SMILES	Cneo AK release	esBAF inh	ARNT-TACC3 inh	C2C12 statin	miR122 inh	ERp5 block	SIRT5 block
CC(C)c1nc(C#N)c(NCCCn2ccnc2)o1	0	-1	9	6	-14	.	.
O=C(O)CN1C(=O)C(=O)N(Cc2cccc(F)c2)C1=O	-2	-6	-14	-2	-1	11	-4
COc1ccccc1C(=O)C1CCCN(Cc2ccc3c(c2)OCCO3)C1 (configuration not stated)	-7	0	6	-8	-4	-3	-3
COc1cc2c(cc1OC)CN(Cc1cc(=O)n3c(-c4ccccc4)csc3n1)CC2	.	.	14	.	.	0	0
CCC(=O)N[C@H]1CC[C@H](CC(=O)NCc2ccccc2OC)O[C@H]1CO	-3	5	-7	-2	.	-2	-2
O=C(c1cc2ccccc2o1)N1CCN(S(=O)(=O)c2ccc(F)c(F)c2F)CC1	0	1	3	0	-11	-6	-3
O=C(O)CC1COc2ccccc2N1C(=O)c1ccccc1Cl (configuration not stated)	-36	-7	-6	0	-3	3	-1
COc1ccc(S(=O)(=O)Nc2cccc3c2O[C@H](CN(C)Cc2ccc4c(c2)OCO4)[C@H](C)CN([C@@H](C)CO)C3=O)cc1	1	-2	-3	-14	2[16.7 µM]	-12	2
C[C@@H]1CN([C@H](C)CO)C(=O)c2cccc(NS(=O)(=O)c3cccs3)c2O[C@H]1CN(C)Cc1ccc(-c2ccccc2)cc1	0	4	6	3	5[16.7 µM]	2	-2
CC(C)CNS(=O)(=O)c1ccc(CCC(=O)NC2CCCCC2)cc1	1	0	1	5	32	0	-3
C(=C\c1ccccc1)/CSc1nnc(-c2ccncc2)n1Cc1ccco1	.	-10	-4	8	4	.	.
Cc1ccc(N=Nc2ccc3ccccc3c2O)cc1	-1	-77	-1	-17	.	-1	-4
CC(=O)NC(CC(=O)OC(C)C(=O)Nc1ccc(Cl)cn1)c1ccccc1 (configuration not stated)	.	-6	0	8	.	0	-2
CC(CN1CCN(C)CC1)OC(=O)c1ccccc1Cl (configuration not stated)	0	-2	-8	-9	-7	.	.

Structures from the list above that contain an aryl methoxy group:
SMILES	Cneo AK release	esBAF inh	ARNT-TACC3 inh	C2C12 statin	miR122 inh	ERp5 block	SIRT5 block
CCN(C(=O)COc1cc(=O)n(CC)c2ccccc12)c1cc(Cl)ccc1OC	-4	-3	5	-10	.	-3	-4
COc1cc2cc(C(=O)O)[nH]c2c(OC)c1OC	5	-3	-5	-6	-3	7	-11
COc1ccccc1CN(CC(=O)NCc1ccc(F)cc1)C(=O)c1csnn1	-14	-3	-4	21	.	-2	.
COc1ccc2nc(C)c3c(c2c1)OC(C)C3 (configuration not stated)	.	4	-3	-9	-1	.	.
COc1ccc(CN(C)C[C@@H]2Oc3ccc(NS(=O)(=O)c4c(C)noc4C)cc3CC(=O)N([C@H](C)CO)C[C@H]2C)cc1	.	5	.	33	8[16.7 µM]	-1	-3
COc1ccc(S(=O)(=O)N(C)C[C@@H]2Oc3ccc(NS(=O)(=O)c4c(C)noc4C)cc3C(=O)N([C@H](C)CO)C[C@H]2C)cc1	56	3	.	16	8[16.7 µM]	-4	5
COc1ccccc1C(=O)C1CCCN(Cc2ccc3c(c2)OCCO3)C1 (configuration not stated)	-7	0	6	-8	-4	-3	-3
COc1cc2c(cc1OC)CN(Cc1cc(=O)n3c(-c4ccccc4)csc3n1)CC2	.	.	14	.	.	0	0
CCC(=O)N[C@H]1CC[C@H](CC(=O)NCc2ccccc2OC)O[C@H]1CO	-3	5	-7	-2	.	-2	-2
COc1ccc(S(=O)(=O)Nc2cccc3c2O[C@H](CN(C)Cc2ccc4c(c2)OCO4)[C@H](C)CN([C@@H](C)CO)C3=O)cc1	1	-2	-3	-14	2[16.7 µM]	-12	2
